PAX8 reporter: inhibitors of PAX8-driven TPO luciferase reporter, primary screen, RMG-I cells, single concentration | inhibition, % at 12.6 µM | hit rate 1.2% among 360,000 | AID 652154, 2013 | SteadyGlo, 24 h;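 active means mean replicate inhibition at least 60% with every replicate also reaching 60%; inconclusive means only one of the two criteria is met; inactive means mean below 60% and not all replicates reaching 60%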;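 further: luciferase light reporting Pax8 driven TPO promoter activity; plate controls were median of neutral control wells for no effect and mitoxantrone controls for full effect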
EWS-Fli inh: EWS/Fli-driven NR0B1 reporter inhibitors, primary screen, A673 cells, NR0B1 luciferase, luminescence, MLPCN library; viability-normalised; inhibition, % at 12.6 µM; hit rate 0.67% among 350,000; AID 651661, 2012;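 active means mean inhibition of at least 50% after viability correction, with every replicate also passing that limit; inconclusive means mean reaches 50% but only one of two replicates passes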;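 further: firefly luciferase signal divided by Alamar Blue viability fluorescence both relative to DMSO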
DENV2 CPE: inhibitors of DENV2 cytopathic effect, primary screen, cell-based, plate reader, single concentration; CPE inhibition, % at 9.99 µM; hit rate 1.7% among 350,000; DENV2-infected cells, cytopathic effect rescue; in the data active means CPE inhibition above about 20%, passing the limit was not always enough; inconclusive means no clear call, values can overlap the other calls; tested in BHK-21 cells;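 further: 0% = median of neutral control wells and 100% = median of positive control wells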
Xi reactivation: activators of inactive X chromosome reactivation, primary screen, imaging, XiGFP fibroblasts, GFP high-content imaging, set 2 | XiGFP mouse fibroblasts, % GFP-positive cells imaging, 3 d; cells co-treated with 5-aza-dC sensitizer; scaled so ellipticine positive control = 100% | hit rate 0.055% among 360,000 | activation, % at 7.58 µM | AID 743238, 2013;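 active means mean normalized replicate activation at least 10% and every replicate at or above 10%; inconclusive means only one of the two criteria met; inactive means mean below 10% and not all replicates reach 10%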;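 further: 0% = median of on-plate neutral control wells and 100% = ellipticine 6 µM median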
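System: 68-5-11 XiGFP fibroblast line; Timing: 3 days compound exposure; Compound dosing: one concentration, pinned; Benchmarks: positive control ellipticine, 6 µM final; Buffer or medium: DMEM containing 5-aza-dC.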
ARNT-TACC3 inh: disruptors of ARNT/TACC3 protein interaction, primary screen, biochemical, AlphaScreen, single concentration. Transforming acidic coiled-coil-containing protein 3 (Homo sapiens), Q9Y6A5. hit rate 0.66% among 390,000. AlphaScreen His-ARNT PAS-B/GST-TACC3 binding, luminescence; TACC3 fragment carries E629A point mutation. inhibition, % at 9.99 µM. AID 623870, 2012;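 active means mean inhibition of replicates at least 50% and at least half of replicates each reaching 50%; inconclusive means half or more replicates reach 50% but mean below 50%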;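 further: 0% = complete ARNT plus TACC3 wells and 100% = ARNT alone without TACC3; many hits fall short of the cut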
ERp5 block: inhibitors of ERp5-driven insulin aggregation, primary screen, biochemical, turbidity, absorbance 650 nm, single point. inhibition, % at 9.99 µM. hit rate 0.05% among 350,000. 90 min;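 active means mean replicate inhibition above about 25%, with every replicate also reaching it, limit read from the data, passing the limit was not always enough; inconclusive means only one of those two criteria met; inactive means neither criterion met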
Target sequence (Q15084 whole entry, looked up): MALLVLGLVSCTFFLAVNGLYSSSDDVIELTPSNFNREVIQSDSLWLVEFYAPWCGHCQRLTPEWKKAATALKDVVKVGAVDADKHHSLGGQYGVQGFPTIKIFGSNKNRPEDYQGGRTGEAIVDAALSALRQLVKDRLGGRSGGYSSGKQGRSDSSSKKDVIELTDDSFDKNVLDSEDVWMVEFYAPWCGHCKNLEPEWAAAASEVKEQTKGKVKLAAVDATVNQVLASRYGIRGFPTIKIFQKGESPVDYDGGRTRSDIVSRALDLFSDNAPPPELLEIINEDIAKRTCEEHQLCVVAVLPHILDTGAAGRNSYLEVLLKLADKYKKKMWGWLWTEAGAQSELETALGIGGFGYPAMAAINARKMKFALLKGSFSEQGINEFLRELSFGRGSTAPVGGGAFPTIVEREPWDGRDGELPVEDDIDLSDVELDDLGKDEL
CFTR F508del cor: F508del CFTR correction, initial screen, CFBE line, single point | CFBE cells, YFP halide quenching; stimulated with forskolin plus potentiator P3; % fluorescence drop versus neutral controls | activity (quench increase), % at 7.58 µM | AID 720511, 2013 | hit rate 0.36% among 350,000;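 active means mean added fluorescence quench of at least 8% versus neutral control, with both replicates also reaching 8%; inconclusive means only one of the mean or replicate conditions met; inactive means mean below 8% and not both replicates reaching 8%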;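 further: cells transiently co-express mutant CFTR-F508del with the halide-sensitive YFP; corrector assay measuring rescue of mutant channel to the surface after 24 h compound exposure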
INS-1E GSIS act: GLuc luminescence reporter in INS-1E cells, primary screen for activators of glucose-dependent secretion of insulin; INS-1E GLuc reporter insulin secretion, 2-3 h; activation, % at 16.6 µM; hit rate 0.61% among 370,000; AID 743287, 2014;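 active means lowest replicate activation of at least 40%, so every replicate reaches that level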;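 further: 0% = median of neutral control wells and 100% = median of IBMX positive control wells; some compounds called inactive have numbers as strong as hits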
* hit, by the source's call; ? = inconclusive; nt = no result given; & = joins results of further samples.

#	canonical_smiles	CFTR F508del cor	PAX8 reporter	DENV2 CPE	INS-1E GSIS act	Xi reactivation	ARNT-TACC3 inh	ERp5 block	EWS-Fli inh
1	Cc1ccc(OCC(=O)NCCS(=O)(=O)N2CCN(c3ccccc3)CC2)cc1	-2.5	3	-7	-4	0.0	-1	18	-1
2	COc1ccc(NC(=O)Nc2ccc3c(c2)CC(=O)N([C@@H](C)CO)C[C@@H](C)[C@H](CN(C)CC2CC2)O3)cc1	-2.7	nt	-1	-2	-1.4	-1	-3	-13
3	COc1ccc(CN(C)C[C@H]2OCCCC[C@H](C)Oc3ccc(NC(=O)Nc4cccc5ccccc45)cc3C(=O)N([C@H](C)CO)C[C@H]2C)cc1	-1.2	-1	-9	-20	0.0	5	-3	70*
4	NC(=O)c1c(NC(=O)CSc2nc(N)cc(=O)[nH]2)sc2c1CCCC2	0.2	15	16	-7	-0.2	0	0	5
5	CCCN(C)C[C@H]1OCc2cnnn2CCCC(=O)N([C@H](C)CO)C[C@@H]1C	0.9&1.8&0.4	-4&-9&-6	?	14&0	0.3&0.0	6	2&1	3&-9&9
6	O=C(C[C@H]1CC[C@H]2[C@@H](COC[C@@H](O)CN2C(=O)c2cccnc2)O1)NCc1ccccc1	-0.9	-8	0	11	0.2	1	1	5
7	CCC(c1nnnn1-c1ccc2c(c1)OCCO2)N1CCN(CC)CC1 (configuration not stated)	0.1	-12	?	15	-0.1	nt	-1	-11
8	Cn1c(=O)c2c(nc(Oc3ccccc3Cl)n2C)n(C)c1=O	-1.9	-4	3	20	-0.1	1	3	-6
9	CC1CCCC(NC(=O)COC(=O)c2ccc3c(c2)OCCO3)C1C (configuration not stated)	-0.6	-4	3	-2	0.4	1	3	0
10	CO[C@H]1CN(C)C(=O)c2ccc(NS(=O)(=O)c3ccccc3)cc2OC[C@@H](C)N(C(=O)NC(C)C)C[C@H]1C	-2.0	nt	15	0	0.4	0	0	0
11	CC(C)n1c(O)c(N=NC(=O)c2ccccc2NS(=O)(=O)c2cccs2)c2ccccc21	nt	-4	nt	-10	0.0	7	nt	nt
12	COc1ccc(S(=O)(=O)Nc2ccc3c(c2)CC(=O)N([C@H](C)CO)C[C@H](C)[C@H](CN(C)Cc2ccc4c(c2)OCO4)O3)cc1	0.6	nt	4	-15	-0.9	1	-1	-5
13	CCc1nc2ccc(Cc3ccc4nc(CC)[nH]c4c3)cc2[nH]1	-3.5	-29	?	0	0.1	-6	4	-34
14	CC(C)NC(=O)N(C)C[C@@H]1Oc2ccc(NC(=O)Nc3ccc(C(F)(F)F)cc3)cc2CC(=O)N([C@H](C)CO)C[C@H]1C	3.7	-19	0	18	-1.2	4	2	-5
15	NC(=O)C1(Nc2ccc(-c3ccc(Cl)cc3)cc2)CCCC1	-0.9	-51	-3	-5	0.0	-4	6	-84
16	OC1(c2ccc(F)cc2)CCN(Cc2ccccc2)C1 (configuration not stated)	-0.4	nt	nt	9	nt	-2	0	0
17	CO[C@H]1CN(C)C(=O)c2ccc(NC(=O)C3CCCC3)cc2OC[C@@H](C)N(CCC(F)(F)F)C[C@H]1C	2.5	nt	2	-15	-0.2	0	-2	-2
18	CC1OC(OC2C(Oc3c(-c4ccc(O)cc4)oc4cc(O)cc(O)c4c3=O)OC(COC3O[C@@H](C)[C@H](O)[C@@H](O)C3O)C(O)C2O)C(O)C(O)C1O (some centres not stated)	-0.3	nt	0	15	nt	-5	0	1
19	Cc1cccc(NC(=O)c2nc[nH]c2C(=O)N[C@H](C)CO)c1	-3.3	-15	-4	13	-0.1	nt	1	-3
20	COc1ccc(OCC(O)CNS(=O)(=O)c2ccc(NC(C)=O)cc2)cc1 (configuration not stated)	2.4	nt	7	10	0.0	-2	0	2
21	Cc1cc(C)c2c(=O)n3c(nc2c1)C(CC(C)C)NC(=O)c1cc2ccccc2cc1-3 (configuration not stated)	6.7	10	-11	16	0.3	nt	1	13
22	CCCNC(=O)C[C@H]1CC[C@H]2[C@H](COc3ccc(NC(=O)C4CCOCC4)cc3C(=O)N2C)O1	-2.2	-8	7	8	0.3	-5	1	3
23	COc1ccc(S(=O)(=O)Nc2ccc3c(c2)C(=O)N([C@@H](C)CO)C[C@@H](C)[C@H](CN(C)C(=O)c2ccncc2)OCCCC[C@H](C)O3)cc1	-0.6	7	-3	2	0.0	-9	0	-3
24	CCCCOc1ccc(C(=O)NCC(=O)NCC(c2ccc(OC)cc2)N2CCOCC2)cc1 (configuration not stated)	1.0	-1	11	nt	0.1	-13	2	-3
25	O=C(Nc1ccc2c(c1)[C@H]1C[C@H](CC(=O)N3CCOCC3)O[C@@H](CO)[C@H]1O2)Nc1ccccc1F	-2.7	-24	0	-2	0.1	nt	-6	1
26	C[C@@H]1CN([C@@H](C)CO)S(=O)(=O)c2ccc(C#CC3(O)CCCC3)cc2O[C@H]1CN(C)C(=O)Cc1ccncc1	-2.0	-3	-1	-9	-1.4	-17	-5	-6
27	CNC(=O)CSc1nc2sccc2c(=O)n1-c1ccccc1	0.2	-3	2	39	0.0	6	3	1
28	CCCOC(=O)Nc1ccc(S(=O)(=O)Nc2ncccn2)cc1	1.4	-6	-3	54*	-0.1	-9	-6	-3
29	COC(=O)[C@]1(C)N[C@H](c2ccc(SC3CCCCC3)cc2)[C@@H]2C(=O)N(C)C(=O)[C@@H]21	1.1	-20	-1	-8	0.0	2	-6	-2
30	O=C(O)/C=C/C(=O)NCCC1=CCCCC1	-0.6	0	-1	-4	0.4	-6	-1	-4
31	Cc1ccc(C(=O)N(Cc2ccco2)c2c(N)n(Cc3ccccc3)c(=O)[nH]c2=O)cc1	1.0	-4	-4	nt	-0.1	nt	0	-2
32	CCC1CCCCN1CCCNC(=O)c1cc2c(Cl)nc3ccccc3c2s1 (configuration not stated)	nt	2	2	-3	0.1	13	0	18
33	CCCOc1ncnc2c1[nH]c1ccc(OC)cc12	4.8	-111	-6	-6	0.5	-3	-4	-73
34	C[C@H](CO)N1C[C@H](C)[C@H](CN(C)S(=O)(=O)c2ccc(Cl)cc2)Oc2c(NC(=O)Nc3ccccc3)cccc2C1=O	-1.3	-6	-13	-8	-0.4	-7	-3	-3
35	CC(C)NC(=O)Nc1ccc2c(c1)C(=O)N([C@@H](C)CO)C[C@H](C)[C@H](CN(C)Cc1ccc3c(c1)OCO3)O2	0.8	-2	13	-1	0.7	-3	0	2
36	C[C@@H]1CN([C@H](C)CO)S(=O)(=O)c2ccc(-c3ccccc3F)cc2O[C@@H]1CN(C)Cc1cccnc1	1.2	5	11	-5	0.1	21	10	49
37	NC(=O)COC(=O)CN1C(=O)C2CCCCC2C1=O (configuration not stated)	nt	18	nt	10	0.0	-2	nt	nt
38	C[C@H](CO)N1C[C@H](C)[C@H](CN(C)C(=O)c2ccncc2)Oc2cc(C3=CCCC3)ccc2S1(=O)=O	-1.3	-13	2	7	-0.8	0	1	-3
39	O=C(COC(=O)C1=Cc2ccccc2OC1)NCc1ccccc1	-2.4	11	6	38	0.0	-7	1	2
40	Cc1ccn2cc(-c3cccc(NS(C)(=O)=O)c3)nc2c1	-1.9	-146	3	10	0.0	3	15	-114
41	Cc1cnc(NC(=O)Cc2ccccc2Cl)s1	2.2	-12	-3	4	0.5	-5	3	-16
42	Cc1ccccc1NC(=O)Cc1nc(COC(=O)c2ccc([N+](=O)[O-])cc2)cs1	-5.5	3	4	-7	0.1	1	-3	0
43	O=C(COc1ccccc1[N+](=O)[O-])c1ccccc1	-0.3	21	7	-14	-0.1	-18	3	-8
44	Cc1cc(S(=O)(=O)N2CCCC(N3CCOCC3)C2)c(C)cc1Cl (configuration not stated)	0.6	-5	2	1	0.2	2	-4	4
45	C/C(=C/c1ccccc1)C(=O)N1CC(C)OC(C)C1 (configuration not stated)	1.3	17	-3	-2	0.1	nt	4	12
46	O=C(COC(=O)c1ccc[nH]c1=O)NCCc1ccc(F)cc1	-2.0	-16	18	16	0.1	4	1	0
47	Cc1cc(=O)[nH]c2c1c(-c1ccccc1)nn2C	0.5	-4	6	-10	-0.1	-4	-1	6
48	COc1ccccc1OCCCOc1c(C)cc(C)cc1Br	nt	2	nt	-26	0.7	-30	nt	nt
49	O=C(C1CCC1)N1CCN(c2ccc(Cl)cc2)CC1	0.5	-40	-2	-7	0.1	38	-9	-30
50	CCOc1ccc2c(c1)sc(N)[n+]2Cc1cc(C)cc2cccnc12	?	34	nt	-7	1.0	38	nt	48
51	Cc1ccc(C)c(-n2cc(CN3CCCN(C=O)CC3)c(-c3ccccc3)n2)c1	-0.7	10	-5	16	nt	-2	2	8
52	O=C(NC(=O)c1ccccc1)Nc1ccccc1	3.2	-7	-3	nt	0.2	-5	0	56*
53	C[C@H]1CN([C@@H](C)CO)C(=O)Cc2cc(NS(=O)(=O)c3ccc(F)cc3)ccc2O[C@@H]1CN(C)C(=O)NC1CCCCC1	3.2	-11	5	18	0.0	-13	-3	0
54	Cc1ccc2[nH]cc(CCNC(=O)/C=C/c3ccco3)c2c1	-3.1	14	1	-11	-0.1	3	-1	20
55	CCCN(C)C[C@@H]1OCCCC[C@@H](C)Oc2ccc(NC(=O)C3CCCCC3)cc2C(=O)N([C@H](C)CO)C[C@@H]1C	-0.3	-18	-11	16	0.2	4	10	-11
56	CC(=O)N1CCN(C(=O)C(Cc2ccccc2)NC(=O)c2ccccc2)CC1 (configuration not stated)	-4.1	-5	-4	nt	0.2	-24	3	1
57	CCOc1ccc(NC(=O)CSc2nnc(N)s2)c([N+](=O)[O-])c1	2.4	0	nt	-6	0.6	-5	0	-6
58	CC(C)NC(=O)c1ccccc1NC(=O)CS(=O)(=O)Cc1ccccc1	-3.4	nt	6	14	nt	-19	2	5
59	O=C(NN1CCCCCC1)c1ccccc1F	-1.9	21	3	-2	0.0	-1	3	2
60	COc1ccccc1C#Cc1ccc([C@@H]2[C@H](CO)N3CCCCN(C(=O)C4CC4)C[C@@H]23)cc1	-3.4	30	0	nt	nt	-3	-3	-12

(further entries)
#	canonical_smiles	CFTR F508del cor	PAX8 reporter	DENV2 CPE	INS-1E GSIS act	Xi reactivation	ARNT-TACC3 inh	ERp5 block	EWS-Fli inh
61	Cc1ccc(O)c(C(=O)c2cc(C(=O)NCCc3ccccc3)c(=O)n(CCc3ccccc3)c2)c1	nt	17	-4	14	0.4	-8	-3	-14
62	O=C(Cc1cccc2c(=O)cc(-c3ccccc3)oc12)OCCN1CCOCC1	2.0	27	16	3	0.0	nt	-2	4
63	COCCNC(=S)N1CCC(NC(=O)Nc2ccc(C)cc2)CC1	-3.5	-3	-1	-2	-0.1	-1	-2	2
64	CC(=O)Nc1ccc(S(=O)(=O)NCCC(=O)NC2CCCCCC2)cc1	1.4	1	nt	8	-0.1	1	-1	-6
65	CC(C)c1cn([C@H]2C[C@@H]3O[C@H](CO)CC[C@@H]3O[C@@H]2CCc2ccc(-c3ccccc3)cc2)nn1	-0.2	-16	-3	nt	nt	nt	3	-5

Outcome played no part in choosing rows (roughly 4.2% active in at least one column).
